Source: PubChem BioAssay (several laboratories)
RGS7-Gao reg: modulates binding of RGS7 to human Galphao; P09471; Multiplexed bead flow cytometry; actives lie on both sides; binding response (% of control), % at 10 µM; 220,000 tested, 0.35% active; AID 1439; in the data active = binding response below about 49% or above about 150%; inconclusive = no clear call, values can overlap the other calls; inactive = in between;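 also: fluorescent Galphao held in activated GDP-AlF4 state binding bead-coupled RGS7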
Target sequence (P09471 whole entry, looked up): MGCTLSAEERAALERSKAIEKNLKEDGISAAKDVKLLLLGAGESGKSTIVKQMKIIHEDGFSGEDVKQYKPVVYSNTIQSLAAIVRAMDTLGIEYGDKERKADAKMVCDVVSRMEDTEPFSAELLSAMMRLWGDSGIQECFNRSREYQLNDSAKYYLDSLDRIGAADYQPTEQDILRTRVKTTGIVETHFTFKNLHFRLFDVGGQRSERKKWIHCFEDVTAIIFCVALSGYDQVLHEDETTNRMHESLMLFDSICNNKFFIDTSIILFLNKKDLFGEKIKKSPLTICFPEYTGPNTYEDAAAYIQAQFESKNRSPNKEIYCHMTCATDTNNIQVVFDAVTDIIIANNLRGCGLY
Bim-Bcl-XL: human Bim-Bcl-XL interaction inhibition. Q07817. Bim peptide-Bcl-XL binding, bead flow cytometry, fluorescence. inhibition, % at 10 µM. 190,000 tested, 0.04% active. AID 1007
Target sequence (Q07817 whole entry, looked up): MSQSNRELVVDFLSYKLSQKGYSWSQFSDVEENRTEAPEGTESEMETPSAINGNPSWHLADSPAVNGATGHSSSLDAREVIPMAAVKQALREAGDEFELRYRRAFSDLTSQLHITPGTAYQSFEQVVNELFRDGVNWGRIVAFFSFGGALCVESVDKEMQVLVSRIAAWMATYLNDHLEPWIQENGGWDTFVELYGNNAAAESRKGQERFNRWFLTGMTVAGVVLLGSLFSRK
Bcl-2 Bim block: disrupts Bim peptide binding to human Bcl-2. P10415. Bead-based flow cytometry, Bim peptide-Bcl-2 binding. inhibition, % at 10 µM. 190,000 tested, 0.06% active. AID 950; in the data active = inhibition above about 40%; inconclusive = no clear call, values can overlap the other calls;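 also: 0% = no compound wells with probe peptide and 100% = reference peptide inhibitor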
Bfl-1 Bim block: human Bim-Bfl-1 interaction inhibition; Q16548; Bead-based flow cytometry, Bim-Bfl-1 binding inhibition; inhibition, % at 10 µM; 190,000 tested, 0.12% active; AID 1008;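 also: 0% = wells without compound plus tracer and 100% = blocker peptide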
RGS8-Gao reg: regulators of human RGS8-Galphao interaction | response (percent of control binding), % at 10 µM | multiplexed bead flow cytometry, RGS8-Galphao binding; actives lie on both sides | 220,000 tested, 0.34% active | P09471; in the data active = response below about 60% or above about 140%; inactive = in between;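 also: Galphao activated as the GDP aluminium fluoride complex binding bead-coupled RGS8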
RGS4-Gao reg: modulates binding of RGS4 to human Galphao | Multiplexed bead flow cytometry; actives lie on both sides | binding response (% of control), % at 10 µM | 220,000 tested, 0.33% active | AID 1415; in the data active = binding response below about 49% or above about 150%; inactive = in between;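 also: fluorescent Galphao activated with aluminum fluoride binding bead-coupled RGS4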
Bcl-B Bim block: inhibitors of Bim-Bcl-B interaction, human. Q9HD36. inhibition, % at 10 µM. 190,000 tested, 0.073% active. AID 951. bead-based flow cytometry, Bim peptide-Bcl-B binding;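 also: 0% = tracer peptide without compound and 100% = reference inhibitor peptide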
Bim-Bcl-W: inhibitors of Bim-Bcl-W interaction, human | 190,000 tested, 0.02% active | bead-based flow cytometry, Bim peptide-Bcl-W binding | inhibition, % at 10 µM | Q92843;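 also: 0% = bound tracer without compound and 100% = peptide blocker; higher means less fluorescent Bim peptide bound to Bcl-W beads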
Mcl1 Bid PPI: disrupts binding of human Mcl-1 to Bid peptide. 220,000 tested, 0.97% active. Q07820. inhibition, % at 21.7 µM. TR-FRET Mcl-1/Bid-Dy647 peptide binding, 1536-well;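 active = compounds that cut the binding signal by more than half at the single screening dose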;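 also: His-tagged Mcl-1 with europium anti-His antibody binding Bid BH3 peptide; 0% = Mcl-1 plus peptide wells and 100% = peptide-only wells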
Target sequence (Q07820 whole entry, looked up): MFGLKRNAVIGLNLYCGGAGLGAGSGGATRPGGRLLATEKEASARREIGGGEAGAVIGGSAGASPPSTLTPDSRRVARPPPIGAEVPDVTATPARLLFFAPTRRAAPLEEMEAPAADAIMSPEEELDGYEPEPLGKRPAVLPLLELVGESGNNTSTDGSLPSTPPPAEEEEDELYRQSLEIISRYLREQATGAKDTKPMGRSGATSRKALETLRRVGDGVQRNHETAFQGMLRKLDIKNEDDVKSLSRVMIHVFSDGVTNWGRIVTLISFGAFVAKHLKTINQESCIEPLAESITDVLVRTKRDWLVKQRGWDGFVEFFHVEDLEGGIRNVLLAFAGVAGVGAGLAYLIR
Mcl1 Noxa PPI: Mcl-1/Noxa interaction inhibition. Q07820. TR-FRET Mcl-1/Noxa peptide binding, 2 h. inhibition, % at 21.7 µM. 220,000 tested, 1.5% active. AID 1022;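 active = compounds that cut the protein-peptide binding signal by more than 50% relative to plate controls in a single-dose test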;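 also: His-tagged Mcl-1 with rhodamine Noxa BH3 peptide and terbium anti-His antibody; 0% = Mcl-1 plus Noxa peptide wells and 100% = peptide-only wells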
Bim-Mcl-1: disrupts Bim peptide binding to human Mcl-1; Q07820; Bead-based flow cytometry, Bim peptide-Mcl-1 binding; inhibition, % at 10 µM; 190,000 tested, 0.1% active; AID 1009;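 also: 0% = no compound tracer wells and 100% = peptide blocker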
Active calls of the source: *; u = inconclusive; x = no result given; [ ] = dose if it differs, or a comment. Rule as the data show it, unless noted: active = inhibition above about 40%.

Molecule	RGS7-Gao reg	Bim-Bcl-XL	Bcl-2 Bim block	Bfl-1 Bim block	RGS8-Gao reg	RGS4-Gao reg	Bcl-B Bim block	Bim-Bcl-W	Mcl1 Bid PPI	Mcl1 Noxa PPI	Bim-Mcl-1
C=CCNC(=O)c1cc(Cl)cc(Cl)c1	103	-2	-2	-4	104	100	-2	-1	-32	-2	-2
O=C(O)c1cccc(N/C(=N\S(=O)(=O)c2ccccc2)c2ccccc2)c1	u	-1	-2	-5	104	102	-4	1	-3	4	0
FC(F)(F)c1cc(-c2ccccc2)nc(NCC2CCCO2)n1 (centres undefined)	89	0	-2	-2	95	90	-3	1	4	28	-3
Cc1ccccc1OCCCC(=O)Nc1ccc(Br)cc1	99	-8	-18	-20	102	103	-9	-3	-6	8	-2
Cc1cc(C)cc(NC(=O)COC(=O)c2cc(=O)[nH]c(=O)[nH]2)c1	u	0	0	-3	103	102	0	2	0	6	0
Cc1ccc(S(=O)(=O)N(CC(=O)N/N=C/c2ccco2)Cc2ccccc2)cc1	96	-4	-7	-11	105	103	-7	2	-1	-2	0
CC(C)Cn1c(=O)c2c(nc3n2CCS3)n(C)c1=O	u	x	x	x	101	107	x	x	-21	4	x
O=C(CSCc1ccccc1)Nc1ccccc1C(=O)Nc1ccc(C(=O)O)cc1	u	x	x	x	80	73	x	x	11	0	x
N#Cc1c(NCCO)ccc([N+](=O)[O-])c1NCCO	u	x	x	x	98	99	x	x	-26	-9	x
Cc1ccc(OCC(=O)Nc2cccc(-c3nnc(-c4ccccc4)o3)c2)cc1	103	5	4	7	106	103	3	23	-18	-3	34
CC1(C)CN(c2ccc(-c3ccnc4ncnn34)cc2)C1=O	95	0	-1	-4	98	100	-4	0	3	6	-1
CCN(CC)c1ccc(C(=O)OCC(=O)Nc2cccc(S(=O)(=O)NC3=NCCCCC3)c2)cc1	94	-7	3	0	98	95	-8	-2	15	10	-1
C=CCc1c(C)nc(C)nc1N/N=C/c1ccc([N+](=O)[O-])cc1	100	0	0	3	98	102	4	0	14	22	3
CCNS(=O)(=O)c1ccc(NC(=O)c2c(-c3ccccc3)noc2C)cc1	100	-4	-5	-7	100	103	-5	-1	-21	17	-3
CCN(CCCNC(=O)C1CCC(=O)N1Cc1ccc(F)cc1)c1cccc(C)c1 (centres undefined)	104	0	0	-1	102	104	-4	1	-157	43	-1
O=C(CNc1cccc2ccccc12)N/N=C/c1ccc([N+](=O)[O-])cc1	97	-7	-4	-1	99	101	-7	-3	-14	10	-3
Cc1cccc(-c2noc(-c3ccccc3C(=O)NCc3ccco3)n2)c1	u	x	x	x	100	102	x	x	-20	24	x
C=CCc1ccc(OCC(O)CN2CCN(Cc3ccccc3)CC2)c(OC)c1 (centres undefined)	98	-4	-4	-4	100	101	-2	-2	-40	9	0
O=C(NCc1ccccc1)c1onc(CSc2ccccn2)c1C(=O)NCc1ccccc1	u	x	x	x	102	101	x	x	-27	1	x
COc1ccc(NC(=O)CCN2C(=O)C3C4C=CC(C4)C3C2=O)cc1 (centres undefined)	101	-2	-1	-3	104	101	-4	-2	-3	7	-1
COc1ccc(Nc2n[nH]c(N)c2C(N)=O)cc1	u	-5	-3	-3	101	95	-4	-2	-26	23	-3
COC(=O)c1sccc1NC(=O)Cn1cnc2c1c(=O)n(C)c(=O)n2C	99	-1	-8	-11	102	100	-4	0	-13	4	0
CCOc1ccc(NCC2CCOC(C)(C)C2)cc1 (centres undefined)	100	-5	1	-12	101	101	-3	-4	-37	12	-7
Cc1ccc2c(-c3ccc([N+](=O)[O-])cc3)cc(=O)[nH]c2c1	u	x	x	x	108	109	x	x	21	40	x
CC(=O)c1c(C)[nH]c(C(=O)CSc2nnc(-c3ccco3)o2)c1C	u	1	0	-3	100	100	-4	2	0	42	1
CCOCCSc1nc2c(c(-c3cccs3)c1C#N)CC/C2=C/c1cccs1	106	27	24	24	130	102	-15	15	-12	22	20
CCOC(=O)C1=C(C)NC2=C(C(=O)c3ccccc32)C1c1cccc2ccccc12 (centres undefined)	u	x	x	x	96	94	x	x	-92	11	x
Cc1c(CCO)sc[n+]1CC(=O)OC12CC3CC(CC(C3)C1)C2	101	-10	-5	-6	101	99	-5	-7	-16	-3	-10
Cc1ccc(-c2nc3ccccc3n3nnnc23)cc1	91	-2	-2	0	99	90	-1	-2	-6	12	-1
COc1ccc2c(C(F)(F)F)cc(=O)oc2c1C	94	0	-1	0	99	99	-1	0	-5	-4	0
CN(CC(=O)NC(=O)NCc1ccco1)CC(=O)Nc1ccccc1Cl	u	x	x	x	104	101	x	x	-36	16	x
O=C(O/N=C1\CCCCC1c1ccc([N+](=O)[O-])cc1[N+](=O)[O-])c1c(F)cccc1F (centres undefined)	98	1	-4	-8	94	100	-13	-2	49	28	-2
COc1ccc(OC)c(CN2CCC(C(=O)N3CCOCC3)CC2)c1	96	-1	3	2	96	97	0	-1	53*	13	0
Cn1c(=O)n(C)c2cc([N+](=O)[O-])c(N3CCN(S(=O)(=O)c4ccc(C(C)(C)C)cc4)CC3)cc21	101	-4	-8	-11	105	103	-6	0	-17	15	0
Cc1ccc(NC(=S)N(CCCN2CCCC2)Cc2cccn2Cc2ccc(Cl)cc2)cc1	102	-2	-9	-5	100	101	-7	-1	-17	11	0
N#Cc1c(NC(=S)NC(=O)Cc2cccs2)sc2c1CCCCC2	101	1	6	12	102	103	9	-2	-1	6	-1
N/C(=N/O)c1nc(N2CCCCC2)nc(N2CCCCC2)n1	99	-1	-5	-9	99	98	-4	0	-12	17	-1
Nc1nc(-c2cccc(NS(=O)(=O)c3ccccc3)c2)cs1	99	0	2	0	102	101	0	0	-33	16	-1
C(#CCN1CCOCC1)COCCOC(c1ccccc1)c1ccccc1	103	-2	-3	-13	105	104	-1	8	1	-6	1
CCNC(=O)C1CC(=O)N(Cc2ccc(F)cc2)C(=Nc2ccc(OC)cc2)S1 (centres undefined)	94	-1	-13	-10	102	98	-7	2	-15	17	-1
CCC(c1nnc(SCC(=O)Nc2nnc(-c3ccccc3)o2)o1)N(C)C (centres undefined)	99	-9	-12	-16	100	100	-10	-1	-29	20	-4
Cc1ccc(C2N(c3ccc(Cl)cc3)C(=O)N3CCCN23)cc1 (centres undefined)	u	x	x	x	97	107	x	x	3	0	x
CCOC(=O)C1=C(C)N=C2c3ccccc3C(=O)C2C1c1ccc(Cl)cc1 (centres undefined)	99	0	12	6	102	95	8	1	-40	29	1
Cc1ccc(C(=O)Nc2cccc(C(=O)NCc3ccccc3)c2)o1	101	0	2	0	99	102	0	2	-25	9	0
CCOc1ccccc1N1CCN(Cc2cccc(OC)c2OC)CC1	118	-2	0	0	110	119	-2	-1	3	28	-2
Cc1ccc2nc(Nc3nc(CSc4nnc(C)s4)cc(=O)[nH]3)nc(C)c2c1	100	-2	-3	0	97	100	-6	2	-35	-10	-3
CN(C)S(=O)(=O)c1ccc(C(=O)N(c2ccccn2)c2ccccn2)cc1	97	-3	-7	-16	100	96	-9	2	-14	9	-3
CC(C)C(CO)N1CCN(Cc2ccccc2)CCC1=O (centres undefined)	u	x	x	x	101	100	x	x	-48	18	x
Cc1ccccc1NC(=O)COc1ccc(Br)cc1CNCCCO	98	1	0	-1	98	98	-4	0	-28	7	3
Cc1nc2ncnn2c(C)c1CCC(=O)Oc1ccccc1	101	-4	-8	-15	102	102	-5	1	5	20	-1
CN1C(=O)NC(c2ccc(O)cc2)C2=C1CN(c1ccccc1)C2=O (centres undefined)	u	x	x	x	109	128	x	x	-31	-15	x
COc1ccc(CN2CCC(C(=O)N3CCN(c4ccccc4F)CC3)CC2)cc1OC	141	3	0	0	141*[activator]	135	6	1	9	24	3
Cn1c(SC2CCCCC2=O)nnc1-c1ccncc1 (centres undefined)	96	12	-20	-9	100	98	-1	19	-24	-10	0
COc1cc(OC)cc(-c2nnc(SCC(=O)NCc3cccs3)o2)c1	103	0	-2	-3	105	103	-2	-2	0	12	-3
On1nnc2ccccc21	u	x	x	x	88	78	x	x	3	7	x
O=C(CN1CCN(Cc2ccc(F)cc2Cl)C1=O)NCCc1ccccc1	98	-2	-3	-4	92	99	-1	0	-8	-5	-2

(continued)
Molecule	RGS7-Gao reg	Bim-Bcl-XL	Bcl-2 Bim block	Bfl-1 Bim block	RGS8-Gao reg	RGS4-Gao reg	Bcl-B Bim block	Bim-Bcl-W	Mcl1 Bid PPI	Mcl1 Noxa PPI	Bim-Mcl-1
CC(=O)c1c(O)c2ccccc2n(C2CCCCC2)c1=O	102	-4	-5	-5	100	104	-2	0	-6	24	-3
O=C(Nc1ccc(-c2ccc([N+](=O)[O-])cc2)cc1)c1ccccc1F	92	-2	0	-1	97	92	-6	0	-3	8	-2
COc1ccc2c(CC(=O)Nc3ccccc3N3CCOCC3)coc2c1	u	x	x	x	104	105	x	x	-15	6	x
Cc1ccc2nc3n(c(=O)c2c1)CCC3	90	-3	-3	-8	98	93	-2	3	8	4	5
COc1cc2nc(SCc3ccc(Cl)cc3Cl)n(Cc3cccs3)c(=N)c2cc1OC	86	0	-7	-14	94	86	-7	1	-37	-47	0
Cc1ccc(C(=O)/C=C/Nc2cccc(O)c2)cc1	102	-4	-8	-7	100	106	-11	4	-5	13	-5
CC(C)(C)CC(=O)Nc1nnc(SCC(=O)NCc2cccs2)s1	106	-3	-2	-7	104	99	-4	0	-27	-24	-2
CC(C)C(C(=O)NCc1ccco1)N(C(=O)CNS(=O)(=O)c1ccccc1)c1ccccc1 (centres undefined)	100	-2	0	-7	100	102	-4	-1	-17	0	0
CC(C)(C)c1nc(SCC(=O)Nc2ccc3c(c2)OCCO3)c2ccccc2n1	99	-1	-1	0	98	101	-1	0	-23	-48	-1
COc1ccccc1N1CCN(C(=O)c2ccccc2Oc2ccccc2)CC1	98	1	0	-1	96	95	2	1	-15	3	0
CCN1CCCC1CNCc1ccccc1OCc1ccc(F)cc1 (centres undefined)	105	0	0	-11	105	107	-8	1	-5	5	0
O=C(COC(=O)CNC(=O)c1ccc(Cl)cc1Cl)Nc1ccc(N2CCOCC2)cc1	u	0	-5	-4	101	100	-1	0	-52	25	-3
O=C1CCN(C2CCN(Cc3nc(Cc4ccccc4F)no3)CC2)CCN1	98	-3	-2	-8	100	99	-4	-4	-14	9	2
COc1ccccc1-c1nc(-c2ccc(Br)cc2)no1	103	1	0	3	109	107	3	1	-22	-22	7

2 of the compounds above, with the structure last.
RGS7-Gao reg,Bim-Bcl-XL,Bcl-2 Bim block,Bfl-1 Bim block,RGS8-Gao reg,RGS4-Gao reg,Bcl-B Bim block,Bim-Bcl-W,Mcl1 Bid PPI,Mcl1 Noxa PPI,Bim-Mcl-1,SMILES
u,x,x,x,101,100,x,x,-48,18,x,CC(C)C(CO)N1CCN(Cc2ccccc2)CCC1=O (centres undefined)
98,1,0,-1,98,98,-4,0,-28,7,3,Cc1ccccc1NC(=O)COc1ccc(Br)cc1CNCCCO
